DAX1 inh-1: blocks DAX1 repression of SF-1 activated StAR promoter. inhibition, % at 6.8 µM. HEK293T StAR-luciferase reporter, SF-1/DAX-1 repression relief. 370,000 tested, 1.1% active. AID 652010;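 active = inhibition above the mean over all tested compounds plus 3 SD, cut at about 3.6% in these data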;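 note: 0% = DAX-1 cells with DMSO and 100% = cells lacking DAX-1 with DMSO; higher inhibition means more luminescence from relief of DAX-1 repression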
hcDAF-12 act: activators of H. contortus DAF-12 nuclear receptor | HEK293 hcDAF-12 lit1-tk-luc reporter, luminescence; 0% DMSO, 100% Δ7-dafachronic acid | activation, % at 6.8 µM | 370,000 tested, 1.4% active | AID 652067;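 active = activation above the mean of all tested compounds plus 3 SD, cut at about 5.5% in these data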;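 note: 100% = response to 3 µM Δ7-dafachronic acid high control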
ADAM10 inh: inhibits human ADAM10; inhibition, % at 7 µM; recombinant ADAM10, EDANS/DABCYL FRET peptide cleavage, 3 h; 370,000 tested, 0.62% active; O14672;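 active = inhibition above a per-campaign cutoff equal to the mean of compounds falling between control-based bounds plus 3 SD, cut at about 20% in these data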;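 note: 0% = DMSO wells while the 100% control is not disclosed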
hgDAF12 agonist: hgDAF-12 agonism, primary luciferase screen; 370,000 tested, 1.8% active; activation, % at 6.8 µM; HEK293 GAL4-hgDAF12 UAS-luciferase reporter, agonist luminescence; normalized to butyrate control;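 active = activation above a cutoff set at the mean of all screened compounds plus 3 SD, cut at about 10% in these data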;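 note: 0% = DMSO wells and 100% = sodium butyrate wells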
DAX1 inh-2: inhibitors of human orphan nuclear receptor DAX1 (NR0B1); P51843; HEK293 Gal4-DAX1 luciferase reporter, luminescence; inhibition, % at 6.75 µM; 340,000 tested, 0.99% active; AID 504766;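 active = inhibition above the mean over all tested compounds plus 3 SD, cut at about 4.2% in these data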;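 note: 0% = DAX1-transfected cells with DMSO and 100% = empty-vector control cells with DMSO; inhibition shows as a rise in luminescence from relieved DAX1 repression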
SMARCA2 act: activators of SMARCA2 function. 370,000 tested, 1% active. activation, % at 9.1 µM. AID 652017. MG213 cells, MMTV-luciferase reporter, dexamethasone, overnight; in the data active = activation above about 7.8%;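 note: 0% = vehicle wells and 100% = reference activator wells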
NPR2 activator: GC-B (human) receptor activation | HEK293-GC-B cells, CNP EC30, cGMP TR-FRET; 0% at EC30 CNP, 100% saturating CNP | activation, % at 10 µM | 370,000 tested, 0.11% active | AID 1920062;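 active = activation at 10 µM reaching about 35% in either raw or pattern-adjusted values, limit read from the data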
Target sequence (P20594 whole entry, looked up): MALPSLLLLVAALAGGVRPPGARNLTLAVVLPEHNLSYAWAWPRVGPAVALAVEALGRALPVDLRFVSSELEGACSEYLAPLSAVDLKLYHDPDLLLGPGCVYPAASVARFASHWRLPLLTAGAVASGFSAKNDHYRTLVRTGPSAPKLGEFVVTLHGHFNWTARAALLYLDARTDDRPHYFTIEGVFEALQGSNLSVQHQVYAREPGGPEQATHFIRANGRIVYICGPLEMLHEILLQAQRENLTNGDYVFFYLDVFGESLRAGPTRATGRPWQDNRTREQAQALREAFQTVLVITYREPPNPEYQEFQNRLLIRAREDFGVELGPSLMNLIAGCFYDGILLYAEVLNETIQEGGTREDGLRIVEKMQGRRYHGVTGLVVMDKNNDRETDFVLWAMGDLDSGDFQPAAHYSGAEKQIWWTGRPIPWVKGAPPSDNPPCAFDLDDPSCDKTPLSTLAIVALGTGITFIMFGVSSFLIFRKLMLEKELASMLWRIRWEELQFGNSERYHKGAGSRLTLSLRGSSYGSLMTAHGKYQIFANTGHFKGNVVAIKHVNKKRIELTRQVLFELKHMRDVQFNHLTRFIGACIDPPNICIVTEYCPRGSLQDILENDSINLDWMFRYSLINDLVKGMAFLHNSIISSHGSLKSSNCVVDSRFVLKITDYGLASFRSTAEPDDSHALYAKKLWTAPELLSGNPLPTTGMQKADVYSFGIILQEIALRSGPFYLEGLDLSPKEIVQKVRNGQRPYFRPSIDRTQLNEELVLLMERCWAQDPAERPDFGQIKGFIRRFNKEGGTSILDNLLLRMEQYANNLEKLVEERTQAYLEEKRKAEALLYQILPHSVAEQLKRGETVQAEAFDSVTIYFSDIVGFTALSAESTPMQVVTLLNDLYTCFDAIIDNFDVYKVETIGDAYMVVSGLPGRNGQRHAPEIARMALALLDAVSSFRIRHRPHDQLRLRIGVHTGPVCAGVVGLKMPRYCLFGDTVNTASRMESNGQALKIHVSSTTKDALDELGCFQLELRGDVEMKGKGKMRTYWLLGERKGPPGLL
GAA850 FXN act: increases GAA850 frataxin promoter reporter activity; HEK293 lucGAA850 FXN promoter luciferase reporter, 24 h; percent of 10 µM SAHA response; activation, % at 6 µM; 360,000 tested, 0.56% active;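 active = activation above the average of all compounds screened plus 3 SD, cutoff fixed separately per campaign, cut at about 7.5% in these data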;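 note: 0% = DMSO wells and 100% = 10 µM SAHA wells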
NPR1 activator: GC-A (human) enzyme activation | HEK293 GC-A cells, cGMP TR-FRET, EC30 ANP; 0% at EC30 ANP, 100% saturating ANP | activation, % at 10 µM | 370,000 tested, 0.14% active; in the data active = activation above about 40%
ssDAF12 agonist: activators of S. stercoralis DAF-12 nuclear receptor. activation, % at 6.8 µM. AID 652126. 370,000 tested, 1% active. HEK293 ssDAF-12/GRIP1 lit1-tk-luc reporter, luminescence; % of 3 µM dafachronic acid response;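 active = activation above the mean over all tested compounds plus 3 SD, cut at about 0.9% in these data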;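 note: 0% = DMSO-only wells and 100% = 3 µM delta7-dafachronic acid wells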
HGIII-sPLA2 inh: Blocks human group III sPLA2 activity; inhibition, % at 12.2 µM; 370,000 tested, 0.56% active; AID 743126; QFRET BODIPY PC-A2 liposome hydrolysis, fluorescence;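 active = inhibition above mean plus 3 SD of compounds lying within the high and low control bounds, cut at about 19% in these data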;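 note: 0% = median of test compound wells and 100% = no enzyme DMSO wells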
* marks the source's active call; other numbers are inactive results; . = not tested or not shown; & = joins results of further samples.

structure	DAX1 inh-1	hcDAF-12 act	ADAM10 inh	hgDAF12 agonist	DAX1 inh-2	SMARCA2 act	NPR2 activator	GAA850 FXN act	NPR1 activator	ssDAF12 agonist	HGIII-sPLA2 inh
CN(C)CCCNC(=O)c1cc(C(=O)c2cccc(Cl)c2Cl)c[nH]1	0.1	-1.3	-5	1.9	0.7	-1	-2	0.8	8	-0.7	-5
O=C(N/N=C/c1ccc[nH]1)c1ccccc1OCc1ccc(F)cc1	-0.1	-3.1	-7	4.0	-1.0	-1	-12	-1.1	-6	-2.1	-7
O=C(CSc1nnc(NC(=O)c2ccccc2F)s1)Nc1ccccc1F	3.4	1.7	-4	13*	2.5	5	-4	2.6	2	-1.6	-2
c1ccc(-c2noc(COc3ccc4c(c3)OCO4)n2)cc1	1.4	2.4	-4	7.0	3.8	4	1	3.9	9	-0.7	2
CCCN1C2=C(C(=O)CCC2)C(c2ccc(O)c(Br)c2)C2=C1CCCC2=O	-0.4	-1.4	-210	-1.4	-0.6	4	-8	-0.2	-6	-1.6	-8
CC(=O)c1ccc(N/N=C2/CCCNC2=O)cc1	0.8	1.8	-1	4.5	.	-2	6	2.0	-9	-0.4	7
CCc1nc2c(OCCc3cccc(OC)c3)cccn2c1N(C)C(=O)c1ccc(OC)cc1	-1.6	-1.3	-7	-1.8	.	-4	-1	-3.1	-2	-0.9	7
N#Cc1cccc(NC(=O)c2cncn2-c2ccccc2)c1	0.0	1.0	-5	0.3	-0.6	2	2	4.2	-2	-2.0	-4
CCCc1nc(SCC(=O)N2CCC(Cc3ccccc3)CC2)c2c(=O)n(C)c(=O)n(C)c2n1	-2.2	-1.7	-14	-1.1	-0.7	0	11	-1.4	-3	-1.3	2
O=C(C1=C[C@H](C2CC2)C[C@H](OCCCCO)O1)N1CCN(Cc2ccc3c(c2)OCO3)CC1	0.2	-1.1	16	-0.2	-0.8	0	1	-0.5	2	-1.3	-4
O=S(=O)(Nc1ccccc1)c1ccc(F)cc1	-0.4	1.2	-12	-1.7	-0.1	0	1	-1.0	-1	-0.8	3
CCc1ccc(NC(=O)C(C)Nc2ccc(S(=O)(=O)NC(C)=O)cc2)cc1 (stereo unspecified)	0.1	-0.8	-2	0.2	-0.9	-2	4	-2.1	0	-0.7	-2
COc1ccc(C2OC(=O)Cc3cc(OC)c(OC)cc32)cc1 (stereo unspecified)	-0.3	-0.3	7	-2.1	0.3	1	1	1.1	0	-1.2	-12
CCC(C)c1ccc(OCCn2cc(/C=N/NC(=O)CSc3nnc(C)s3)c3ccccc32)cc1 (stereo unspecified)	-0.6	1.1	7	0.2	-1.6	-2	-3	-1.9	-6	-0.7	-3
Cc1cccc(N(Cc2ccccc2)C(=O)C2CCN(C(=O)c3ccccc3C)CC2)c1	-3.3	-3.2	1	-1.8	-1.6	-3	-3	-2.5	-3	-1.6	-9
O=C(O)c1ccccc1C(=O)N1CCN(Cc2ccc3c(c2)OCO3)CC1	-0.2	-0.7	1	-0.5	0.1	7	3	1.6	3	-1.0	3
O=S(=O)(NC1CCN(Cc2ccccc2)CC1)c1ccc(Cl)cc1	0.2	-0.4	2	2.4	.	3	-2	-1.7	-8	-2.2	-13
C=CCOc1cccc(/C=N/NC(=O)CC(=O)NC2CCCCC2)c1	-0.4	-1.0	3	-1.6	-0.3	-2	-3	-1.0	-3	-0.8	-16
C=C1C2(C(=O)Nc3ccc(SC(F)F)cc3)CCC(C2)C1(C)C (stereo unspecified)	-0.5	0.8	10	2.5	-0.8	-4	1	4.8	3	-1.3	9
COC(=O)[C@@H]1Cc2c([nH]c3ccccc23)C(C)N1C(=O)c1ccccc1 (stereo partly specified)	-0.7	-2.3	-1	-2.2	-1.0	-4	5	-4.2	1	-1.5	-13

Later entries
structure	DAX1 inh-1	hcDAF-12 act	ADAM10 inh	hgDAF12 agonist	DAX1 inh-2	SMARCA2 act	NPR2 activator	GAA850 FXN act	NPR1 activator	ssDAF12 agonist	HGIII-sPLA2 inh
CC(C)[C@H](N)C(=O)NC[C@H]1CC[C@H](C(=O)N[C@@H](Cc2ccccc2)C(=O)O)CC1	0.2	-1.7	-9	-0.8	1.1	-2	3	-0.5	4	-1.7	12
CCOC(=O)c1c(-c2cccs2)csc1NC(=O)C(C)(C)C	0.3	-1.0	-1	3.9	1.6	-1	1	0.2	14	-0.7	1
O=C(CSc1nc2c(sc3ccccc32)c(=O)n1Cc1ccccc1)NCC1CCCO1 (stereo unspecified)	-0.1	-1.9	2	-2.8	0.8	1	2	-3.0	-7	-1.5	1
Cc1cc(C)c2nc(N(CCCN(C)C)C(=O)C3=COCCO3)sc2c1	0.8	-1.9	-3	-1.6	1.1	-3	-6	1.9	-2	-1.0	-2
CCOC(=O)C1=NN(c2cccc(Cl)c2)C2=NC(C)=C(C(=O)OC)C(c3cccs3)N12 (stereo unspecified)	-0.3	0.5	-6	2.1	5.6*	-1	1	0.7	-3	-1.9	6
CCO[C@@H]1OC(C(N)=O)=C[C@H](C2CCCCC2)[C@H]1CCCO	0.2	-0.5	-3	-0.5	4.3*	0	1	0.0	-1	-1.1	0
COc1ccc(-c2nc3ccc(Br)cn3c2Cc2ccccc2C(F)(F)F)cc1OC	0.7	-2.0	3	0.0	.	-2	1	.	0	-1.1	-7
COc1cccc(CNC(=O)C2CCN(S(=O)(=O)c3ccc4c(c3)CCC(=O)N4)CC2)c1	-0.9	-0.1	-3	2.4	5.0*	0	4	-2.9	-2	-0.9	-3
CCO[C@H]1OC(C(=O)N2CCOCC2)=C[C@@H](c2ccc(C(F)(F)F)cc2)[C@@H]1CCCO	-0.1	0.1	8	1.4	1.3	1	11	-0.2	-2	-1.3	2
COc1ccc2nc(SCC(=O)NC3CCCCC3C)[nH]c2c1 (stereo unspecified)	-1.3	-0.9	-5	-0.6	-0.7	1	-2	-4.2	-4	-1.2	-4
CCCn1c(=O)n(CC(=O)NCC2CCCO2)c(=O)c2c3c(sc21)COC(C)(C)C3 (stereo unspecified)	0.7	-0.2	3	4.0	0.2	-2	0	0.8	2	-1.1	4
CCN(c1ccc(C)cc1C)S(=O)(=O)c1nnc(NC(=O)C(C)C)s1	-0.4	-1.1	6	-1.2	-1.4	0	4	-0.4	1	-0.6	-6
CCCNC(=O)C1(C)CCN(C(=O)COc2ccc(C(C)(C)C)cc2)C1 (stereo unspecified)	0.2	0.9	-11	0.2	.	-1	-5	0.4	1	-0.7	6
O=C(NCCc1nc2ccccc2[nH]1)/C(=C/c1ccc(F)cc1)NC(=O)c1ccco1	-0.4	-1.7	4	-2.5	0.9	-2	-3	-1.9	-2	-0.9	-2
CCCN(CCC)CCNC(=O)c1cc2c(-c3ccc(Cl)cc3)nn(C)c2s1	1.4	11*	-339	6.0	0.9	0	-6	3.6	-8	0.4	-5
O=S(=O)(c1ccc(NC2CCCc3ccccc32)nc1)N1CCOCC1 (stereo unspecified)	-0.1	-1.3	-8	-0.6	0.5	1	0	4.8	1	-1.0	-10
CC1CCN(C(=O)C2CCCN(C(=O)c3ccc4c(c3)NC(=O)CS4)C2)CC1 (stereo unspecified)	-1.0	-1.5	-1	-3.4	.	5	-3	.	3	-0.8	-1
O=C(O)c1ccccc1-c1nnc2c(Cl)cc(C(F)(F)F)cn12	0.0	0.7	7	-0.3	-1.0	-1	-6	3.0	2	-1.8	11
COc1cc(C2c3cc4c(cc3OC(NNC(N)=O)C2C)OCO4)cc(OC)c1OC (stereo unspecified)	1.2	-0.9	-8	-4.2	-1.8	-1	2	-0.7	-4	-0.9	-5
Cc1noc(C)c1COc1ccc(C(=O)OCC(=O)N2c3ccccc3NC(=O)C2(C)C)cc1	-0.3	-1.0	14	-4.0	-0.8	-1	13	-0.9	-5	-0.8	-24

Grouped by structure: the compounds so far with a tert-butyl group.
structure	DAX1 inh-1	hcDAF-12 act	ADAM10 inh	hgDAF12 agonist	DAX1 inh-2	SMARCA2 act	NPR2 activator	GAA850 FXN act	NPR1 activator	ssDAF12 agonist	HGIII-sPLA2 inh
CCOC(=O)c1c(-c2cccs2)csc1NC(=O)C(C)(C)C	0.3	-1.0	-1	3.9	1.6	-1	1	0.2	14	-0.7	1
CCCNC(=O)C1(C)CCN(C(=O)COc2ccc(C(C)(C)C)cc2)C1 (stereo unspecified)	0.2	0.9	-11	0.2	.	-1	-5	0.4	1	-0.7	6

More results.
structure	DAX1 inh-1	hcDAF-12 act	ADAM10 inh	hgDAF12 agonist	DAX1 inh-2	SMARCA2 act	NPR2 activator	GAA850 FXN act	NPR1 activator	ssDAF12 agonist	HGIII-sPLA2 inh
CCOC(=O)Cc1csc(NC(=O)CSC2=NCCS2)n1	-1.6	-1.2	-5	-1.8	-0.5	-1	1	-1.7	5	-1.4	1
O=C(COC(=O)/C=C/c1ccccc1[N+](=O)[O-])Nc1ccc(S(=O)(=O)N2CCOCC2)cc1	-0.6	0.8	5	2.2	-0.5	0	-1	0.3	3	-1.1	-13
CCc1ccccc1NC(=S)NNC(=O)c1ccccc1Cl	0.9	0.5	3	-2.0	0.8	2	4	2.3	0	-0.7	17
O=C(COc1ccccc1)NNc1nc2c(F)cccc2s1	0.0	3.0	8	-3.5	3.0	4	3	0.0	-1	-0.3	19
COc1ccc(N(C(=O)/C=C/C(=O)Nc2cc(C)on2)C(C(=O)NC2CCCC2)c2ccccc2C)cc1 (stereo unspecified)	-1.1	-4.7	-1	-6.3	1.3	-2	9	-6.7	1	-1.5	-21
Cc1ccc(NC(=O)c2ccc3c(=O)n4c(nc3c2)CCCCC4)nc1	1.2	4.8	-2	2.3	0.1	1	2	5.6	1	-0.7	5
CCOc1ncccc1C(=O)NCC(c1ccccc1)N(C)C (stereo unspecified)	5.1*	3.9	10	-1.3	0.9	0	-4	1.5	-4	-0.5	3
CCC(=O)c1ccc(OCC(=O)Nc2ccc3nc(C)sc3c2)cc1	-0.9	-0.9	-4	1.9	-1.3	-5	1	-0.6	3	-0.8	-3
c1cn2c(NC3CCCCC3)c(-c3ccc(SC4CCCCC4)cc3)nc2cn1	0.0&0.3	-0.1&0.8	-36&-46	1.5&2.9	0.1	0&-4	9&2	-0.4	26&3	-0.7&-0.7	-2&-16
C/C(=N/NC(=O)c1ccccn1)c1c[nH]c2ccccc12	1.7	5.6	-3	12*	5.8*	16*	-7	1.6	-1	0.7	-5
COc1cccc(NC(=O)C(Sc2nc3ccccc3c(=O)n2CC(C)C)c2ccccc2)c1 (stereo unspecified)	0.0	-1.2	6	0.3	0.8	-1	5	4.3	-4	-1.2	4
CC(C)Cc1nc(N2CCN(C(=O)C(C)C)CC2)c(C#N)c2c1CCC2	-1.3	-1.9	-72	1.4	0.0	2	-6	3.7	0	-1.1	2
O=C(NCc1ccco1)C1CCCN(S(=O)(=O)c2cc(Cl)ccc2Cl)C1 (stereo unspecified)	1.2	-0.7	-2	-0.4	0.6	-2	5	-0.7	1	-0.6	5
CC(C)N(Cc1cnn(C)c1)Cc1nc(Cc2ccccc2Cl)no1	0.4	0.1	-2	-0.9	-0.5	-5	2	1.7	1	-1.8	6
c1ccc2c(c1)CC(N1CCCCC1)c1ccccc1N2 (stereo unspecified)	0.2	0.1	5	-1.6	-0.2	1	-1	-2.2	-4	-1.3	11
